Assay outcomes from PubChem.
12-LOX inh: ALOX12 (human) lipoxygenase inhibition; P18054; purified 12hLO, xylenol orange hydroperoxide absorbance; Potency, µM (doses to about 108 µM), inactives show at the highest dose activity change, negative = inhibition, actives largely listed as inhibitors; 1.1% of 580,000 active; AID 1671190; note: potency is the fitted concentration of half-maximal effect; % is set by controls: 0 for no effect and ±100 for the full control effect
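Purified human 12hLO (150 nM final) in 25 mM Hepes, 0.01% Triton X-100, pH 7.0 was preincubated 15 min at room temperature with compound. Then 40 uM arachidonic acid was added, 30 min. Hydroperoxide was read by Fe-XO absorbance ratio 573/405 nm.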
Glioma ERSR ind: ER stress response induction in glioma | 0.02% of 420,000 active | U87-MG GRP78 promoter luciferase reporter, 16 h | Potency, µM, without a hit: at the highest dose activation, usual class: activators; note: potency is the fitted concentration of half-maximal effect; series mostly up to about 76 µM; % of control where 0% means no effect; nearly all actives have a fitted effect of over 35% in size
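Stably transfected U87-MG glioma cells carrying a GRP78-based luciferase sensor; 16 h compound incubation. Luminescence end-point read 10 min after Bright-Glo addition at room temperature.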
Vif-APOBEC3G blk: blocks the Vif interaction with human APOBEC3G | 0.076% of 410,000 active | Potency, µM (doses to about 46.1 µM), for inactives: at the highest dose activity, negative = active, actives largely listed as inhibitors | HeLa A3G-eYFP + Vif (tagged APOBEC3G with the HIV-1 protein that degrades it), YFP fluorescence, overnight;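 note: potency is the fitted concentration of half-maximal effect; % is set by controls: 0 for no effect and ±100 for the full control effect; nearly all actives have a fitted effect of over 60% in size; hits raise eYFP signal because A3G escapes Vif-driven loss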
Target sequence (Q9HC16 whole entry, looked up): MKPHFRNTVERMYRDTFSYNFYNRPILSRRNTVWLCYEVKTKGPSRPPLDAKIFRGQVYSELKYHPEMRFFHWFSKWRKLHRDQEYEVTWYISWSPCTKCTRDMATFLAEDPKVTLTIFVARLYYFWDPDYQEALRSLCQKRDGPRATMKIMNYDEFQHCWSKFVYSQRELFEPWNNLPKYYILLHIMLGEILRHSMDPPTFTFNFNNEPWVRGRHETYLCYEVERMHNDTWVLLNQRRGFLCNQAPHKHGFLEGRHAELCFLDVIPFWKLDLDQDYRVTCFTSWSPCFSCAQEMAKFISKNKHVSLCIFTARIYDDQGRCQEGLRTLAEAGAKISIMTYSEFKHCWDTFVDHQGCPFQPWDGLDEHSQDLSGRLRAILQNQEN
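Read-out is eYFP fluorescence (Ex 488/Em 500-530) from Vif-expressing HeLa A3G-eYFP cells; more signal means A3G escaped Vif-mediated degradation. Cells plated overnight, compound pinned in, incubated overnight at 37 deg C.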
Vif-A3F inh: Vif-A3F binding inhibition; HeLa A3F-eYFP + Vif (tagged APOBEC3F with the HIV-1 protein that degrades it), YFP fluorescence increase; Potency, µM (highest dose often 46.1 µM), without a hit: at the top dose activity, negative = active; 0.2% of 390,000 active; AID 602313; note: potency is the fitted concentration of half-maximal effect; % of control where 0% means no effect; nearly all actives have a fitted effect of over 65% in size
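HeLa cells stably expressing A3F-eYFP plus Vif, plated and incubated overnight at 37 deg C, then exposed to compounds overnight at 37 deg C. Blocked degradation read as raised yellow fluorescence (Ex 488/Em 500-530).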
ERG Ets-DNA blk: ERG Ets/DNA interaction inhibition. P11308. fluorescence polarization, His-ERG Ets domain / labelled DNA. Potency, µM (titrated, usually from 76.9 µM), without a hit: at the highest dose FP activity, negative = inhibition, usual class: inhibitors. 0.028% of 370,000 active. AID 624246; active = well fitted inhibition curve with a large enough effect in the polarisation, with a control signal flat; inconclusive = small, poorly fitted or top-dose-only effect, or effect the other way, or a change in a side signal; inactive = no such curve, though single readings can be large or run the other way; the % refers to the polarisation;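 note: polarization taken with two DNA probes labelled with fluorescein and Texas red; potency is the fitted concentration of half-maximal effect; % of control where 0% means no effect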
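His-tagged ERG Ets domain (1 uM in the protein solution; 300mM KCl, 50mM Tris-HCl, 1mM EDTA, 1mM DTT, pH 7.5) received compound, then a probe mix of 5 nM fluorescein-DNA and 100nM Texas-615-DNA. Fluorescence polarization was read for both dyes.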
RGS4 inhibitor: blocks human RGS4-accelerated GTP hydrolysis; P49798; Transcreener GDP fluorescence polarization, RGS4-accelerated GTP hydrolysis; Potency, µM (doses to about 114 µM), without a hit: at the top dose activity change, negative = inhibition, usual class: inhibitors; 0.039% of 390,000 active; AID 504845; note: potency is the fitted concentration of half-maximal effect; % is set by controls: 0 for no effect and ±100 for the full control effect; nearly all actives have a fitted effect of over 75% in size; some results filed as inactive show a strong effect at the top dose
Target sequence (P49798 whole entry, looked up): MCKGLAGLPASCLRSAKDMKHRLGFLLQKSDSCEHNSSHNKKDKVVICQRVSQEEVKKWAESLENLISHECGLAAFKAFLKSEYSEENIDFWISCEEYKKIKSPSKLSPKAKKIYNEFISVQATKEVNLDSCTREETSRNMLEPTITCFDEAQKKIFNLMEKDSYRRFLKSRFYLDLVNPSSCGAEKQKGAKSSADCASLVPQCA
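MLSMR compounds (23 nl, pin-transferred) preincubated 10 min at room temperature with a 500nM (2x) first reagent, then RGS4 at 900nM (2x) plus Transcreener GDP mix added; fluorescence polarization (620/688 nm) read before and after 90 min at 30 °C.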
D2 ag: activates the human D2 dopamine receptor | P14416 | HEK293 T-REx D2 cells, calcium flux agonist mode | AID 485358 | 0.53% of 340,000 active | activation, % at 2 µM;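 active = activation over 3 SD above normal in the single-dose calcium agonist read, cut at about 30% in these data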; note: 0% is about no effect
Target sequence (P14416 whole entry, looked up): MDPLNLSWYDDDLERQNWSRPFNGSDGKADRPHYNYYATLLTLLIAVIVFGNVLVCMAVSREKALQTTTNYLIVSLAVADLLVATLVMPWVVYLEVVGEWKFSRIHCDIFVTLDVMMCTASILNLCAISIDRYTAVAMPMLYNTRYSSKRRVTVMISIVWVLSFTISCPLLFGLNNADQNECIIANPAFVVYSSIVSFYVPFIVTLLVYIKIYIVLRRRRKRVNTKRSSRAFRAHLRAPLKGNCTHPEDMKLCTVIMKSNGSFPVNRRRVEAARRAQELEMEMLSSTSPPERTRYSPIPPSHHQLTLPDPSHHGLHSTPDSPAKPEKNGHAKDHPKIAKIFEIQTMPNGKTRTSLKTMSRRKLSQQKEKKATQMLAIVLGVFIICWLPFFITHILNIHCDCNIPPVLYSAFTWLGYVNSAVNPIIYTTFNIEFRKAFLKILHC
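Tetracycline-induced HEK293 T-REx cells with force-coupled D2 receptor, plated overnight at 30 C, loaded with no-wash calcium dye. After a 10 s baseline, compound was pin-added and calcium flux read kinetically for 180 s; calcium rises flagged agonists.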
LDHA inh: inhibitors of human lactate dehydrogenase A. purified LDHA, NADH/diaphorase-resazurin fluorescence; stronger effect = lower value. activity change, % (values are at about 110 or 230 µM). 0.15% of 480,000 active. AID 1347041; in the data active = activity change below about -30%; inconclusive = mostly about -25% to -30%;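 note: plate controls were DMSO wells for no effect and wells without enzyme for full effect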
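LDH5 2 nM; NADH 0.06 mM, pyruvate 0.2 mM; 200 mM Tris pH 7.4, EDTA, Tween-20; 5 min RT. Detection: diaphorase 0.133 mg/mL + resazurin 37 µM, fluorescence ex540/em590 at 0 and 20 min; normalized to enzyme-free and DMSO wells.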
D2 antagonist: D2 dopamine receptor (human) antagonism; inhibition, % at 10 µM; 2% of 340,000 active; HEK293 TREx D2 cells, calcium flux, dopamine EC80; P14416; in the data active = inhibition above about 30%; note: 0% is about no effect
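Antagonism is scored as inhibition of an EC80 dopamine-evoked calcium signal in a force-coupled, tetracycline-inducible HEK293 T-REx D2 line, with compound present 180 s before agonist.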
An asterisk follows results filed as active; ? = inconclusive; . = no result given; [ ] = remark or other dose. Unless noted, calls come from the whole dose curve; as a rule, active = well fitted curve in the direction sought with a large enough effect; inconclusive = small, poorly fitted or top-dose-only effect, or another doubt; inactive = no such curve, though single readings can be large; an effect the other way counts as inactive or inconclusive.

smiles	12-LOX inh	Glioma ERSR ind	Vif-APOBEC3G blk	Vif-A3F inh	ERG Ets-DNA blk	RGS4 inhibitor	D2 ag	LDHA inh	D2 antagonist
OCC[C@@H]1C[C@@H](O)[C@H](O)[C@]2(CCCCO2)O1	-5.2%	-1.9%	1.6%	3.3%	16.3%	1.5%	0.5	-1.3	7.2
COCCn1c(SCC(=O)NCCc2ccccc2)nnc1-c1ccco1	6.2%	-3.8%	0.6%	-2.0%	-1.7%	0.5%	0.6	-2.2	-0.6
OC1(c2ccc(Cl)c(Cl)c2)C[n+]2ccccc2N1Cc1ccccc1 (configuration not stated)	?	-12.7%	-0.4%	11.2%	5.4%	16.2%	1.9	-3.0	1.8
COc1ccccc1NC(=O)N(Cc1ccco1)Cc1cc2ccc(C)c(C)c2[nH]c1=O	-4.9%	-4.7%	?	-9.2%	-10.2%	-3.3%	0.0	-4.4	5.1
O=C(COC(=O)C1COc2ccccc2O1)Nc1cccc(S(=O)(=O)N2CCCCC2)c1 (configuration not stated)	10.8%	-7.0%	0.8%	8.6%	-3.7%	16.6%	1.1	-11.0	5.1
CCOC(=O)c1cnc2ccc(F)cc2c1Nc1ccc2c(c1)OCCO2	-14.7%	-6.1%	-1.4%	?	2.3%	-37.5%	4.9	3.3	11.5
COc1cc(S(=O)(=O)NCCN2CCOCC2)c(OC)cc1Cl	-6.7%	-0.6%	2.1%	6.8%	-1.2%	-5.4%	0.9	-7.1	-14.4
CN1NC(=O)CC1c1ccccc1 (configuration not stated)	?	-1.3%	1.0%	0.7%	-11.0%	-23.6%	.	1.7	.
COC(=O)c1ccc(NC(=S)N2CCN(Cc3ccccc3Cl)CC2)cc1	23.0%	0.8%	1.8%	-9.8%	3.5%	-26.8%	-1.2	-8.8	4.8
C[C@@H]1CN([C@H](C)CO)C(=O)CCCn2cc(nn2)CO[C@H]1CN(C)C(=O)Nc1cccc(C(F)(F)F)c1	-1.4%	-3.0%	-3.8%	-11.0%	.	.	.	-9.4	.
CCN1CCCC(NC(=O)c2scc3c2CCCC3)C1 (configuration not stated)	?	-2.8%	0.1%	-4.5%	-2.2%	-7.5%	0.1	2.1	-10.7
COc1ccc(C2(C(=O)NCc3ccco3)CCCC2)cc1OC	0.0%	-2.9%	-0.1%	3.6%	-0.7%	-5.3%	-0.7	-1.3	8.3
CCOC(=O)CCc1c(C)c2cc3c(c(C)c2oc1=O)OCN(CCc1ccccc1OC)C3	-79.3%	-4.4%	1.4%	-9.5%	0.5%	19.1%	24.3	2.3	.
Cc1nc(C)c(C(=O)Nc2ccc(C)c(F)c2)o1	-11.1%	2.0%	0.9%	-6.4%	5.7%	4.6%	-1.6	-2.7	8.9
Cc1cc(Nc2cccc(Cl)c2)nc2ccc(NC(=O)c3cccnc3)cc12	-4.5%	-9.7%	-9.9%	6.0%	?	25.8%	0.0	-2.4	.
C=CCn1c(COc2ccccc2F)nnc1SCC(=O)Nc1cc(C)on1	-3.3%	-7.9%	4.8%	0.9%	-3.2%	-1.9%	-0.1	-3.7	-23.3
COC(=O)c1c(C)nc(C)c(C(=O)OC)c1-c1ccc(OC)cc1	194.7%[activator]	-1.5%	-1.2%	6.4%	8.4%	1.2%	0.3	-3.7	-1.6
CC1CCCCN1C(=O)CCC(=O)Nc1nnc(C(F)(F)F)s1 (configuration not stated)	5.6%	-5.6%	-2.0%	-0.5%	-2.4%	-12.9%	0.3	0.2	14.7
O=C(COC(=O)c1ccccc1Cl)Nc1nccs1	5.6%	-2.2%	1.9%	7.2%	.	-14.5%	-1.1	-1.2	9.1
c1ccc(CNc2nc(NCCOc3ccccc3)c3sccc3n2)cc1	?	-2.0%	-1.0%	.	.	.	.	-2.6	.
COc1ccccc1C(=O)NCCCNC(=O)c1cnccn1	-11.1%	-2.8%	-0.8%	1.6%	-3.4%	18.7%	0.2	-6.1	-0.4
CCOC(=O)C1=C(c2ccccc2)OC(N)=C(C#N)C1c1ccco1 (configuration not stated)	0.0%	-2.4%	1.1%	-0.8%	2.1%	-6.6%	-1.1	0.6	-1.5
CCOC(=O)C(=O)NC12CC3CC(CC(C3)C1)C2	-26.0%	-5.1%	1.8%	-8.7%	18.7%	-17.9%	0.4	2.0	3.2
Clc1ccc(CCNC(c2ccc(Cl)cc2)c2nnc(-c3ccccc3)o2)cc1 (configuration not stated)	-25.6%	-1.0%	-7.9%	3.4%	0.7%	-11.3%	2.8	0.6	.
COc1ccc(NC(=O)C(NC(=O)c2ccccc2)C(C)C)cc1 (configuration not stated)	-15.6%	-3.6%	-10.2%	-9.6%	3.4%	0.6%	0.6	-8.9	5.2
Cc1ccc(C(=O)NCc2ccncc2)cc1S(=O)(=O)N1CCCCC1	0.0%	-6.3%	-4.8%	4.2%	-8.9%	10.6%	0.9	-6.4	4.4
O=C(Nc1ccc2c(c1)OCO2)N1CCN(C(=O)C2CCCO2)CC1 (configuration not stated)	0.0%	-2.6%	-0.4%	.	-1.6%	20.5%	0.5	12.1	3.9
CCCNS(=O)(=O)c1ccc(N2CCCC2=O)c([N+](=O)[O-])c1	11.0%	-2.9%	1.1%	-16.7%	.	-2.1%	0.7	1.4	-6.6
CCOC(=O)/C=C/[C@H]1CCc2cccc(C)c2O1	-0.4%	-4.5%	3.8%	-3.7%	2.6%	6.7%	-1.2	-1.3	-2.7
Cc1cc(NC(=O)c2cc(-c3cccc(Cl)c3)on2)no1	?	1.6%	-0.2%	-1.1%	-10.0%	-13.0%	-1.4	0.6	4.3
Cc1ccc(NC(=O)CSc2nnc(Cc3ccccc3)o2)c(C)c1	-1.8%	-1.5%	-3.0%	6.3%	-3.2%	4.9%	-0.9	-1.7	10.5
COc1ccccc1NS(=O)(=O)c1ccc(C)c(NC(=O)c2c(C)noc2C)c1	-10.1%	-5.8%	2.6%	0.0%	?	10.8%	0.3	0.2	-26.5
CC1CCc2nc3ccc(S(=O)(=O)N4CCC(C(=O)NC(C)c5ccccc5)CC4)cc3c(C(=O)O)c2C1 (configuration not stated)	-9.4%	-3.3%	-1.1%	0.7%	-6.6%	-7.1%	0.0	-2.0	3.2
NC(=O)c1c(NC(=S)Nc2ccc(F)cc2)sc2c1CCCC2	?	0.7%	1.1%	-4.2%	-5.1%	?	5.6	-0.1	14.3
Cc1ccc(Cn2c(=O)n(Cc3ccco3)c(=O)c3ccccc32)cc1	76.4%[activator]	-1.5%	-1.2%	4.7%	-5.5%	16.8%	-0.5	-2.4	15.9
Cc1oc2ccc(O)c(CN3CCN(C)CC3)c2c1C(=O)Nc1ccccc1	-8.7%	-1.6%	-0.1%	0.7%	-0.2%	3.1%	0.2	2.9	.
COc1cc(C(=O)OCc2cc3ccccc3[nH]c2=O)cc(OC)c1OC	0.7%	-3.1%	-22.1%	0.1%	2.3%	-1.8%	-1.8	-3.9	-11.8
CC(=O)Nc1cccc(OCC(=O)NS(=O)(=O)c2ccc(C)cc2)c1	-2.6%	-3.3%	-6.1%	1.7%	0.5%	-34.5%	0.2	-6.5	-14.1
Cc1nc(-[n+]2nc(-c3ccncc3)nn2-c2ccccc2)sc1C	?	-5.6%	2.2%	.	.	.	.	16.4	.
COc1ccc(C(CNC(=O)C(C)(C)Oc2ccc(Cl)cc2)N2CCCCC2)cc1 (configuration not stated)	-6.3%	-4.6%	-0.4%	4.6%	5.3%	10.1%	-0.8	-1.7	86.1*
CSc1nc(-c2ccco2)nn1C(=O)c1ccc(C)cc1	64.5%[activator]	-1.7%	-1.1%	2.0%	-15.9%	-17.0%	.	-1.5	.
CCc1ccc(/C=C2\Oc3c(ccc(O)c3CN3CCN(C)CC3)C2=O)cc1	?	2.0%	0.1%	8.7%	-8.9%	-15.7%	9.5	-8.2	26.5

One compound at a time, as listed above.
`NC(=O)c1c(NC(=S)Nc2ccc(F)cc2)sc2c1CCCC2` in the list: 12-LOX inh = ?; Glioma ERSR ind = 0.7%; Vif-APOBEC3G blk = 1.1%; Vif-A3F inh = -4.2%; ERG Ets-DNA blk = -5.1%; RGS4 inhibitor = ?; D2 ag = 5.6; LDHA inh = -0.1; D2 antagonist = 14.3
`Cc1ccc(Cn2c(=O)n(Cc3ccco3)c(=O)c3ccccc32)cc1` in the list: 12-LOX inh = 76.4%[activator]; Glioma ERSR ind = -1.5%; Vif-APOBEC3G blk = -1.2%; Vif-A3F inh = 4.7%; ERG Ets-DNA blk = -5.5%; RGS4 inhibitor = 16.8%; D2 ag = -0.5; LDHA inh = -2.4; D2 antagonist = 15.9

Only part of the results is shown, so the mix of outcomes need not match the whole.
